Assay outcomes deposited in PubChem BioAssay by several laboratories.
NPY Y1 blocker – antagonists of human neuropeptide Y receptor Y1; P25929; HEK293-CNG Y1 cells, membrane potential fluorescence; NPY at EC95, then isoproterenol; inhibition, % at 3.6 µM; 200,000 tested, 1% active; AID 1040;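 active means inhibition above the campaign mean inhibition of all tested compounds plus 3 SD, cut at about 20% in these data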;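 further: 0% = DMSO wells given NPY plus isoproterenol and 100% = isoproterenol alone without NPY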
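Material: HEK293 Y1/CNG channel cell line; also added: NPY (25 nM), isoproterenol (1 µM), Ro 20-1724 (25 µM); doses: one concentration, 3.6 µM, in 0.4% DMSO; schedule: compound incubation 1 h at room temperature, readout 45 min post-stimulation; technique: membrane potential fluorescence; measure: fluorescence ratio normalized to % inhibition between controls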
PGE2 EP2 inh – blocks the human prostaglandin E2 receptor EP2. P43116. C6 glioma cells expressing human EP2, cAMP TR-FRET; cells stimulated with saturating PGE2. inhibition, % at 25 µM. 260,000 tested, 0.52% active. AID 1422;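 active means percent inhibition above 40 after rounding to a whole number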;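 further: rat C6 glioma host cells with rolipram phosphodiesterase inhibitor present; the protocol text gives 20 µM as final concentration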
EP2 mod – EP2 receptor (human) modulation | P43116 | EP2-expressing cells, cAMP HTRF FRET, PGE2 co-stimulation | induction, % at 25 µM | 260,000 tested, 0.83% active;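 active means compounds whose cAMP rise, as percent of the full-agonist control response, exceeds 60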;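 further: rat C6 glioma line stably carrying human EP2 under a CMV promoter; the protocol text gives 20 µM as final concentration; 100% = response of wells given 1 µM PGE2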
NPY-Y1 PAM-ag – potentiates or activates human NPY-Y1 receptor; activation, % at 3.6 µM; P25929; NPY-Y1 expressing cells, potentiator/agonist activation; 220,000 tested, 0.37% active; in the data active means activation above about 33%, passing the limit was not always enough;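 further: cells stimulated with NPY at EC10 then isoproterenol at EC100; 0% = low agonist plus stimulus and 100% = saturating agonist plus stimulus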
eIF4E 4G PPI – inhibitors of eIF4E and eIF4G interaction in translation initiation | P63073+Q04637 | 220,000 tested, 0.37% active | AID 782 | TR-FRET eIF4E-eIF4GI(517-606) binding, 2 h | inhibition, % at 21.7 µM;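 active means inhibition above about 30%, limit read from the data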;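 further: 0% = full FRET control wells and 100% = background wells lacking eIF4GI fragment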
S1P4 antagonist – antagonists of human S1P4 receptor; O95977; S1P4-expressing cells, antagonist mode, reporter read-out; inhibition, % at 4.98 µM; 220,000 tested, 0.26% active; AID 1510; in the data active means inhibition above about 29%;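 further: 0% = wells stimulated with agonist and 100% = vehicle wells without agonist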
NPY2 pot ag – potentiators or agonists of human neuropeptide Y receptor Y2; activation, % at 3.6 µM; 220,000 tested, 0.45% active; P49146; cells expressing NPY-Y2, potentiator/agonist read-out; in the data active means activation above about 27%;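 further: cells stimulated with NPY near EC25 plus isoproterenol at EC100; 0% = vehicle plus submaximal agonist and 100% = vehicle plus saturating agonist; some results beyond the cut were filed as inactive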
p97 inhibitor – human p97 ATPase inhibition | recombinant p97 ATPase, Kinase-Glo ATP luminescence, 3 h | inhibition, % at 8 µM | 220,000 tested, 0.42% active | AID 1481; in the data active means inhibition above about 15%;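 further: 0% = DMSO vehicle and 100% = wells lacking enzyme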
Target sequence (P55072 whole entry, looked up): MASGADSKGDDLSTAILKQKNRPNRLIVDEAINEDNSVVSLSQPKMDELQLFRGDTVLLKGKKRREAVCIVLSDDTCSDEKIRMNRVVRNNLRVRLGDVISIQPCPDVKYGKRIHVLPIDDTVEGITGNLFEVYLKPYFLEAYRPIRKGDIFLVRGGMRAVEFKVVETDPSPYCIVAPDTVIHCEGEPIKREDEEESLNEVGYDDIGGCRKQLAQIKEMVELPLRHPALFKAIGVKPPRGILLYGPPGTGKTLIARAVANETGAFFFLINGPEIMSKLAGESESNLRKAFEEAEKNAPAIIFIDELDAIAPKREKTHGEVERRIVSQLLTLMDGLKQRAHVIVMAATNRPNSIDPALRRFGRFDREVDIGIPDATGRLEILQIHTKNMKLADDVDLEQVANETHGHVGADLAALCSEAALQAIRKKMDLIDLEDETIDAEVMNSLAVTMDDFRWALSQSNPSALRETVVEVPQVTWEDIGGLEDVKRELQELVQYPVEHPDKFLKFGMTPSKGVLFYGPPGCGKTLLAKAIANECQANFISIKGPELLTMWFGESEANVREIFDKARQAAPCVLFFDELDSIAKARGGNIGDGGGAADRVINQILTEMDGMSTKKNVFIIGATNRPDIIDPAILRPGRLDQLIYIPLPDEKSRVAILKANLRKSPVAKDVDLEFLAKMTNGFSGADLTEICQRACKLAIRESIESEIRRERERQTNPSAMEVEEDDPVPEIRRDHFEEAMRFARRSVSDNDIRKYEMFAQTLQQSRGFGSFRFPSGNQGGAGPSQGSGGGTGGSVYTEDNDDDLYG
S1P4 agonist – agonists of human S1P4 receptor; O95977; S1P4-expressing cell line, agonist reporter assay; activation, % at 4.98 µM; 220,000 tested, 0.35% active; AID 1509; in the data active means activation above about 11%;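 further: 0% = DMSO vehicle and 100% = reference agonist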
* marks the source's active call; other numbers are inactive results; x = no result given; & = joins results of further samples; [ ] = remark or other dose. Some of the compounds tested, so the mix of outcomes need not match the whole.

Order of values – NPY Y1 blocker	NPY-Y1 PAM-ag	S1P4 antagonist	eIF4E 4G PPI	S1P4 agonist	p97 inhibitor	EP2 mod	PGE2 EP2 inh	NPY2 pot ag
CC(=O)NC1C(=O)N(Cc2ccccc2)c2ccc(Br)cc21 (stereo unspecified)
  x	-5	-7	-5	-1.4	-2	-17	4	-12
O=C(NCCC(c1ccccc1)c1ccccc1)c1cnc2sccn2c1=O
  6	5	-32	-1	0.7	-5	14	7	-16
COC(=O)Cc1c(C)nc2nc(-c3ccc(OC)cc3)[nH]n2c1=O
  -3	13	-16	4[fluorescence artefact?]	-0.6	-2	27	4	-5
CCN(CC)S(=O)(=O)c1ccc(C)c(NC(=O)/C=C/c2cccs2)c1
  1	1	3	18	1.2	3	2	5	-2
Cc1c(S(=O)(=O)N2CCc3ccccc3C2)c(=O)n(C)c(=O)n1C
  -4	-25	-17	-4	1.5	-8	10	7	-6
O=C1O/C(=C/C(=O)N2CCOCC2)c2ccccc21
  2	-9	5	-2	1.8	8	31	5	14
COC(=O)c1sccc1NC(=O)c1csc2c1CCCC2
  1	-38	-5	-11	-5.1	-2	44	5	-21
Cc1sc2ncnc(SC(C)C(=O)N3c4ccccc4Sc4ccccc43)c2c1C (stereo unspecified)
  -2	13	-3	6	0.4	4	34	7	2
O=C(c1cccs1)N1CCN(Cc2cccc([N+](=O)[O-])c2)CC1
  5	2	-8	3	1.8	-3	-1	8	-11
O=c1ccc2[n+]([O-])c3ccc(O)cc3oc-2c1
  x	3	10	-19	2.8	-5	-253	83*	-10
Oc1oc(-c2cccc3ccccc23)nc1/C=N/c1nccs1
  0	-30	-4	11	1.4	0	9	7	-23
CCC(C(=O)Nc1cc(C(=O)O)ccc1C)c1ccccc1 (stereo unspecified)
  2	16	4	0	-0.9	4	28	8	-4
O=C(O)CCCn1cc(NC(=O)c2cc(F)c(F)cc2Cl)cn1
  -1	-13	-4	-2	0.8	2	61*	11	-15
Cc1nnc(SCc2cccc([N+](=O)[O-])c2)[nH]c1=O
  5	13	-7	-2	-0.5	4	10	15	0
Cc1cccc(OCc2nnc(SCC(=O)c3ccccc3)o2)c1
  14	-24	2	2	-0.2	-8	-7	9	-23
COc1ccc(Cn2c(SCc3ccccc3C)nc3cc(OC)c(OC)cc3c2=N)cc1
  48*	-17	5	-20	0.7	2	-4	6	28
COc1ccc2c(c1)C1NC(=S)NC(C)(O2)C1C(=O)Nc1ccc(Cl)cc1 (stereo unspecified)
  -4	15	-3	1	0.7	-3	-66	3	0
CN(Cc1cnccn1)Cc1nc(Cc2ccccc2Cl)no1
  3	14	-6	0	0.9	5	2	13	7
CCCCCNC1=CC(=O)CC(c2ccccc2)C1 (stereo unspecified)
  4	4	5	7[fluorescence artefact?]	1.6	4	-8	10	-6
Cn1c(C(=O)O)c(C=O)c2ccccc21
  2	1	-9	5	0.3	0	28	5	-7
O=C(Nc1ccc(Cl)cc1)c1ccc(Br)cc1F
  9	-24	1	-9	2.4	-2	-28	7	-3
Cc1nc2ncccn2c1-c1csc(Nc2ccccc2)n1
  -10	1	-4	2[fluorescence artefact?]	-2.4	-1	-46	4	5
CCOC(=O)c1ccc(NC(=O)COc2ccc(CNC3CCCCC3)cc2OC)cc1
  -4	11	11	2	-0.1	-2	-40	9	18
CCN1CCCc2cc(CN(CCN3CCOCC3)C(=S)Nc3ccc(C)cc3)ccc21
  0	10	-11	0	0.3	-1	21	10	7
O=S(=O)(c1cccc(C(F)(F)F)c1)N1CCC(c2cc(-c3cccc4ccccc34)n[nH]2)CC1
  -4	6	2	-12	0.1	2	-24	11	3
O=S1(=O)N=C(N(Cc2cccs2)c2ccc(O)cc2)c2ccccc21
  -1	8	-4	1	1.2	1	4	6	-11
Cn1cc(CNC(=O)COc2ccc(Cl)cc2Cl)cn1
  -3	4	-8	-3	-0.8	1	1	3	-8
CCCn1c(SCC(=O)Nc2ccccc2C(=O)OCC)nc2c1c(=O)n(C)c(=O)n2C
  -3	0	5	x	-0.6	5	21	9	9
CN(C)S(=O)(=O)c1ccc(NC(=O)COC(=O)CC2CC3CCC2C3)cc1 (stereo unspecified)
  5	-3	-24	0	3.3	1	-26	1	-1
Clc1ccccc1-c1cc(COc2ccc3ccccc3c2)no1
  26*	-6	-24	-1[fluorescence artefact?]	0.4	6	21	22	-17
O=C(CSc1nc2ccccc2[nH]1)N1CCCCC1
  0	-5	11	8	-2.2	2	-2	2	-1
CCC1CCCCN1c1cc(C)nc2cc(-c3cccc(C)c3)nn12 (stereo unspecified)
  17	-28	-4	1	4.1	-3	49	6	-9
CN(C1CCCCC1)S(=O)(=O)c1ccc(NC(=O)c2ccco2)cc1
  -12	-3	-7	8	-0.8	-5	-32	19	-6
CCc1ccc(Nc2ncc3c(n2)CC(c2ccco2)CC3=O)cc1 (stereo unspecified)
  3	-2	2	6	-1.4	-2	-4	13	-9
COc1cc(NC(=O)C2CCCCC2)c(OC)cc1NC(=O)c1ccco1
  -3	-10	11	-3	-2.0	1	-49	11	2
COC(=O)/C=C/c1sc2nc(C)cc(C)c2c1N=CN(C)C
  -4	-16	-3	2	-0.9	4	19	10	14
COc1c(S(=O)(=O)N2CCCCC2)ccc2c(S(=O)(=O)N3CCCCC3)cccc12
  -3	-18	8	x	1.5	2	x	x	7
CC12C=CC3(O1)C(C(=O)N(c1cccnc1)C3C(=O)NC1CCCCC1)C2C(=O)Nc1ccccc1 (stereo unspecified)
  -2	25	12	-4	0.4	3	4&-25	10&7	9
CCCc1nc2c(sc3nc4c(cc32)COC(C)(C)C4)c(=O)n1CCN(CC)CC
  1	-19	-9	1	-0.8	-5	-7	3	-4
O=C(O)c1ccc(/C=N/NC(=S)NCc2ccccc2)cc1
  5	-24	-10	1	1.1	0	25	5	-5
Cc1cc(=O)[nH]c(SCc2nc3ccccc3s2)n1
  5	-11	-5	3	-0.1	8	12	11	0
CCOC(=O)c1c(NC(=O)c2noc3c2CCCC3)sc(C)c1C
  2	2	8	-1[fluorescence artefact?]	-0.4	-4	46	6	2
CN1/C(=C\C(=O)c2ccco2)c2ccccc2CC1(C)C
  2	-26	15	-12	0.4	1	1&-20	8&14	4
CCNc1nc(NC(N)=S)nc(NC(C)(C)C)n1
  6	3	-10	-5	2.2	7	30&15	11&5	-6
N#Cc1ccc(COc2ccc(CCO)cc2-n2nc3ccccc3n2)cc1
  -6	-11	-17	-10	0.7	-13	28	22	0
C/C(=N\Nc1ccccn1)c1ccc(OC(F)F)cc1
  7	12	-14	-1	1.0	-3	36	4	-10
Cc1[nH]n(-c2ccc([N+](=O)[O-])cc2)c(=O)c1C=NCCc1c[nH]c2ccccc12
  8	7	-3	9[fluorescence artefact?]	0.5	-3	-93	8	10
CS(=O)(=O)N1CCN(c2ccccc2NC(=O)c2ccc(-c3ccc(Cl)cc3Cl)o2)CC1
  14	-4	-9	2	0.4	4	1	9	-21
Cc1ccc(NC(=O)c2ccc3c(c2)N(CC(=O)N2CCCCC2)C(=O)C(C)(C)O3)cc1
  0	5	-2	10	-1.5	-4	5	5	7
Cc1nn(C)cc1CNC(=O)COc1ccc(Cl)cc1Cl
  4	0	-21	1	-1.4	0	-9	6	12

New compounds follow.
Order of values – NPY Y1 blocker	NPY-Y1 PAM-ag	S1P4 antagonist	eIF4E 4G PPI	S1P4 agonist	p97 inhibitor	EP2 mod	PGE2 EP2 inh	NPY2 pot ag
CCOC(=O)N1CCN(C(=O)c2ccc3c(=O)n(Cc4ccccc4)c(=S)[nH]c3c2)CC1
  15	-26	-14	-13	-0.4	1	2	8	-11
CC(C)Nc1nc2nonc2nc1Nc1ccccc1
  x	5	-16	0	2.3	7	-32	8	2
COc1cccc(C2CC(c3cccc(NS(C)(=O)=O)c3)=NN2C(=O)c2ccccc2)c1OC (stereo unspecified)
  -3	11	-3	5	0.6	7	0	6	25
O=C(Nc1cn(-c2ccccc2)nc1-c1ccc(F)cc1)c1ccccc1
  1	-10	-8	-3	2.5	1	-5	6	3
Nc1nc(SCC(=O)NNc2c(Cl)cc(Cl)cc2Cl)n[nH]1
  8	4	1	4	0.7	3	-26	2	10
c1ccn2cc(C34CC5CC(CC(C5)C3)C4)nc2c1
  -5	17	-9	-2	1.3	-1	-4	1	20
CCN1C(=O)C2(SC(NC(C)=O)=NN2C(C)=O)c2cc(C)cc(C)c21 (stereo unspecified)
  6	9	-23	-19	1.0	-6	18	2	4
O=C(COC(=O)c1ccc(S(=O)(=O)N2CCOCC2)cc1)NC1CCCCCC1
  4	16	-3	5	0.0	2	8	22	0
O=C(CSc1nc2ccccc2n1S(=O)(=O)c1ccccc1)N1CCCC1
  3	6	-9	1	2.0	5	21	11	-4
C=CCNC(=S)N/N=C/c1cccc([N+](=O)[O-])c1
  0	8	19	-1	1.4	5	-6	5	-7
CCOC(=O)N1CCN(Cc2nc(CC3CC3)no2)CC1
  -6	20	-13	3	0.0	1	6	4	-15
COc1ccc(CCNC(=O)C(=O)NN=C2CCCCCCC2)cc1OC
  x	22	-8	0	-0.3	4	7	5	-5
Cc1ccc(S(=O)(=O)c2c(N)n(NC(=O)C3CC3)c3nc4ccccc4nc23)cc1
  1	12	0	3	0.0	5	12	14	11
COc1ccc(N=Cc2cc(Cl)ccc2O)cc1Cl
  -2	-2	6	3	-2.6	0	2	10	-3
C=CCOc1ccc(/C(O)=C2/C(=O)C(=O)N(CCCN3CCOCC3)C2c2ccccc2)cc1 (stereo unspecified)
  0	0	-13	x	-0.9	1	x	12	-7
O=C(COC(=O)c1ccccc1Nc1ccccc1)NCc1ccccc1Cl
  2	7	-13	4	0.3	-4	32	7	8
CN(C(=O)c1ccc2c(c1)C(=O)N(CCC1=CCCCC1)C2=O)C1CCCCC1
  12	-16	-10	2	0.5	3	-6	13	-12
COc1ccc(C(=O)Nc2nnc(Cc3cccs3)s2)cc1OC
  1	17	-8	-5	-2.8	-4	1	4	3
COc1ccc(C(=O)Nc2n[nH]c(-c3ccncc3)n2)cc1
  3	-1	1	-32	0.0	4	-7	4	10
O=C1N=c2ccccc2=C1c1sc(=S)n(-c2ccc(O)cc2)c1O
  x	33	2	-1	0.6	0	-37	9	-6
OCCNNC(=S)NC1CC2C=CC1C2 (stereo unspecified)
  x	0	-22	-3	0.7	3	9	7	3
CCN(CC)C(=O)CSc1nc(N)c2c3c(sc2n1)CC(C)CC3 (stereo unspecified)
  -1	-17	-3	18	2.3	-8	-16	11	-1
COC(=O)c1ccc2c(c1)C(=O)N(C1CCCCC1)C2=O
  8	-21	6	5	-0.7	-6	28	15	-12

Given as labelled records: 3 of the compounds above
SMILES: COC(=O)Cc1c(C)nc2nc(-c3ccc(OC)cc3)[nH]n2c1=O
  NPY Y1 blocker: -3	NPY-Y1 PAM-ag: 13	S1P4 antagonist: -16	eIF4E 4G PPI: 4[fluorescence artefact?]	S1P4 agonist: -0.6	p97 inhibitor: -2	EP2 mod: 27	PGE2 EP2 inh: 4	NPY2 pot ag: -5
SMILES: CCN(CC)S(=O)(=O)c1ccc(C)c(NC(=O)/C=C/c2cccs2)c1
  NPY Y1 blocker: 1	NPY-Y1 PAM-ag: 1	S1P4 antagonist: 3	eIF4E 4G PPI: 18	S1P4 agonist: 1.2	p97 inhibitor: 3	EP2 mod: 2	PGE2 EP2 inh: 5	NPY2 pot ag: -2
SMILES: Cc1c(S(=O)(=O)N2CCc3ccccc3C2)c(=O)n(C)c(=O)n1C
  NPY Y1 blocker: -4	NPY-Y1 PAM-ag: -25	S1P4 antagonist: -17	eIF4E 4G PPI: -4	S1P4 agonist: 1.5	p97 inhibitor: -8	EP2 mod: 10	PGE2 EP2 inh: 7	NPY2 pot ag: -6
